Screening data: PubChem BioAssay, National Center for Advancing Translational Sciences (NCATS)
p53ts 39C tox: kills p53ts cells at the nonpermissive temperature | H1299-p53A138V viability at 39C, ATP luminescence, 24 h | Potency, µM (highest dose often 46.1 µM), inactives show top-dose activity change, negative = cell killing, actives largely listed as cytotoxic | 1.5% of 130,000 active; further: nearly all actives have a fitted effect of over 55% in size
p53ts 32C tox: p53ts cell cytotoxicity, permissive temperature; 0.93% of 130,000 active; Potency, µM (highest dose often 46.1 µM), for the others: at the top dose activity change, negative = cytotoxicity, usual class: cytotoxic; H1299-p53A138V at 32C, ATP luminescence viability, 24 h;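 further: 0% = DMSO and -100% = full killing by reference compound; nearly all actives have a fitted effect of over 55% in size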
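H1299-p53 A138V cells (temperature-sensitive p53) exposed 24 h to up to 46 uM compound at 32C, where p53 is wild-type in conformation. Viability read as ATP luminescence and normalised to DMSO and 100 uM tamoxifen. AC50 fitted with the Hill equation.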
IkB sig inh: suppresses IkB signaling in ABC-DLBCL reporter cells | ABC-DLBCL IkBa-CBG/CBR dual luciferase ratio, 4 h; response scale: scaled: untreated 0%, proteasome inhibitor 100% | Potency, µM (doses to about 57.1 µM), inactives show top-dose IkBa stabilization activation | 0.04% of 110,000 active | AID 445; active means well fitted curve in the direction sought with a large enough effect in the signal ratio, not every such curve was filed as active; inconclusive means small, poorly fitted or top-dose-only effect, or a change in a side signal; the % refers to the signal ratio;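 further: the direction sought is a rising ratio; 0% = basal untreated cells and 100% = reference inhibitor full response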
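In this assay, an IκBα–CBG68 fusion accumulates when IKK-driven degradation is blocked; native CBR normalizes for cell number. OCI-Ly3 cells were treated 4 h with compound and doxycycline, then green and red light read after Chroma-Glo addition.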
Peg3 imprint: genomic imprint erasure induction; mouse ES Peg3-LacZ reporter, beta-gal luminescence, 40 h; Potency, µM (titrated, usually from 60.7 µM), inactives show at the top dose activity change, positive = activation, most hits filed as activators; 0.02% of 110,000 active; AID 1948;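 further: 0% = negative control wells on the plate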
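Imprint erasure is scored as LacZ activity from the silenced maternal Peg3 allele in feeder-free female ES cells cultured 40 h with LIF. Luminescence is normalized to in-plate negative controls and fitted to the Hill equation.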
An asterisk follows results filed as active; ? = inconclusive; nt = not tested or not shown; [ ] = dose if it differs, or a comment. Unless noted, the call rests on the fitted dose curve; in most records, active means well fitted curve in the direction sought with a large enough effect; inconclusive means small, poorly fitted or top-dose-only effect, or another doubt; inactive means no such curve, though single readings can be large; an effect the other way counts as inactive or inconclusive. Unless noted, on the % scale 0 is the no-effect control and ±100 the full control effect; potency means the concentration at half of the fitted maximal effect.

The opening 2 entries as a preview:
SMILES | p53ts 39C tox | p53ts 32C tox | IkB sig inh | Peg3 imprint
CCOC(=O)N1CCN(C(=O)Cn2ncn3nc(-c4cccs4)cc3c2=O)CC1 | -3% | 1% | -1.3% | 2%
Nc1nnnn1/N=C/c1cccc(OCc2ccccc2Cl)c1 | 0% | -19% | nt | nt

Main list, from the start:
SMILES | p53ts 39C tox | p53ts 32C tox | IkB sig inh | Peg3 imprint
CCOC(=O)N1CCN(C(=O)Cn2ncn3nc(-c4cccs4)cc3c2=O)CC1 | -3% | 1% | -1.3% | 2%
Nc1nnnn1/N=C/c1cccc(OCc2ccccc2Cl)c1 | 0% | -19% | nt | nt
CCNc1ncc2nc(-c3cn(C)c4ccccc34)c(=O)n(-c3ccccc3)c2n1 | -7% | 1% | ? | ?
CC(=O)Nc1ccc(NC(=O)C2CCCN(S(=O)(=O)c3ccc4c(c3)CCCC(=O)N4)C2)cc1 (stereo unspecified) | -5% | -11% | -1.8% | -5%[10.9 µM]
CCOc1ccc(NC(=O)c2cc3cc4ccc(C)cc4nc3o2)cc1 | 18% | -8% | -2.6% | -6%[10.9 µM]
Cc1cc(=O)oc(C)c1C(=O)NCCCN1CCN(c2ccc(F)cc2)CC1 | 1% | 5% | 2.6% | -13%
Cc1nn2c(=O)cc(COc3ccc(/C=C(\C#N)C(=O)Nc4ccc(F)cc4)cc3)nc2s1 | -8% | 2% | 0.1% | 5%[10.9 µM]
CC(=O)N1CCN(CC(=O)Nc2c(Cl)cccc2Cl)CC1 | -6% | -1% | -0.4% | -9%
COc1ccc(NC(=O)Cn2c(=O)c3ccccc3n3nncc23)c(OC)c1 | 18% | 5% | 1.9% | -11%[10.9 µM]
CCCCC(=O)Nc1ccc2c(c1)OCCO2 | -27% | ? | 3.7% | -38%[inhibitor]
C(=C\c1ccccc1)/CN1CCN(Cc2ccc3c(c2)OCCO3)CC1 | 15% | -10% | 0.8% | -24%
Cc1ccn2cc(CCNC(=O)c3ccc(Br)o3)nc2c1 | 19% | 10% | 4.0% | -12%
Cc1oc(C)c(C(N)=O)c1C(N)=O | 1% | -9% | -0.8% | nt
FC(F)(F)c1ccccc1-c1cncnc1NCc1cccnc1 | -3% | 5% | 0.1%[11.4 µM] | 2%
CCc1nnc(NCn2nc(C)cc2C)s1 | 2% | 5% | 2.0% | 0%
COc1ccc(-n2cc(-c3ccc4c(c3)OCO4)n(CC(=O)Nc3cccc(C)c3C)c2=O)c(OC)c1 | -28% | -20% | ? | 2%[10.9 µM]
COc1ccc(C2=C(C)C(=O)N(Cc3ccc(C(=O)NCc4ccccc4C)cc3)S2(=O)=O)cc1 | -14% | 3% | ? | -11%[10.9 µM]
O=C(CN1C(=O)COc2ccc(Cl)cc21)Nc1ccc2c(c1)OCCO2 | 6% | 4% | 2.6% | -1%
S=C(CSc1ccccc1)Nc1cccc2ccccc12 | 12%[9.22 µM] | -2%[9.22 µM] | -1.6%[11.4 µM] | -9%[10.9 µM]
Cc1nn(Cc2ccccc2Cl)c(C)c1C(=O)NCc1ccco1 | -1% | 6% | -0.1% | -5%
CCCCOc1ccccc1NC(=O)CC1Nc2ccccc2NC1=O (stereo unspecified) | 18% | 3% | -2.3% | -12%
Cc1cc(NC(=O)Cn2nc(C(F)(F)F)c3c2CCC3)n(-c2ccccc2)n1 | 6% | 5% | 1.0% | 8%
COc1ccccc1CN(CC(=O)NCc1ccc2c(c1)OCO2)C(=O)c1ccc2c(c1)OCCO2 | 17% | -5% | nt | nt
C=C1CCC2C(CC2(C)C)C(=C)CC/C1=N/O (stereo unspecified) | 7% | 2% | nt | ?
CCC(c1nnc(SCCNCCO)n1CCN1CCOCC1)N(C)C (stereo unspecified) | 2% | 2% | 1.1% | -3%
O=C(Nc1cccc(S(=O)(=O)N2CCCCCC2)c1)c1ccc2ccccc2n1 | -6% | -3% | nt | nt
CCOc1cccc(-c2cc(C(=O)N/N=C/c3cccc(OC)c3O)[nH]n2)c1 | ? | -11% | nt | nt
O=C(CSc1nc(-c2ccccc2)cc(=O)[nH]1)N1CCc2ccccc21 | 3% | -2% | 0.0% | -6%
O=S(=O)(c1ccc2c(c1)OCCO2)N1CCC(O)(c2ccc(Cl)cc2)CC1 | 1% | 9% | -1.4% | 11%
COc1ccc(OC)c(NC(=O)CSc2c3c(nc4cc(Cl)ccc24)CCCC3)c1 | ? | 5% | ? | -15%[10.9 µM]

Exported as labelled records: entries from further up
SMILES: CCOC(=O)N1CCN(C(=O)Cn2ncn3nc(-c4cccs4)cc3c2=O)CC1
  p53ts 39C tox: -3%
  p53ts 32C tox: 1%
  IkB sig inh: -1.3%
  Peg3 imprint: 2%
SMILES: Nc1nnnn1/N=C/c1cccc(OCc2ccccc2Cl)c1
  p53ts 39C tox: 0%
  p53ts 32C tox: -19%
  IkB sig inh: nt
  Peg3 imprint: nt
SMILES: CCNc1ncc2nc(-c3cn(C)c4ccccc34)c(=O)n(-c3ccccc3)c2n1
  p53ts 39C tox: -7%
  p53ts 32C tox: 1%
  IkB sig inh: ?
  Peg3 imprint: ?

The main list resumes, starting 3 compounds before the break.
SMILES | p53ts 39C tox | p53ts 32C tox | IkB sig inh | Peg3 imprint
O=C(CSc1nc(-c2ccccc2)cc(=O)[nH]1)N1CCc2ccccc21 | 3% | -2% | 0.0% | -6%
O=S(=O)(c1ccc2c(c1)OCCO2)N1CCC(O)(c2ccc(Cl)cc2)CC1 | 1% | 9% | -1.4% | 11%
COc1ccc(OC)c(NC(=O)CSc2c3c(nc4cc(Cl)ccc24)CCCC3)c1 | ? | 5% | ? | -15%[10.9 µM]
Cc1cccc(N2CCN(C(=O)C3CCN(S(=O)(=O)c4c(C)noc4C)CC3)CC2)c1C | -5% | 11% | ? | -8%[10.9 µM]
Cc1cccc(NC(=O)CN2CCN(CC(=O)Nc3cccc(C)c3)CC2)c1 | -2% | -1% | 1.1% | -2%
CC(OC(=O)c1nsc(Cl)c1Cl)C(=O)NCc1ccco1 (stereo unspecified) | -8% | 7% | 3.5% | 1%
CCOC(=O)C1CCN(CCC(=O)Nc2ccc(Br)c(C)c2)CC1 | 7% | -7% | 5.6% | -15%[10.9 µM]
COc1ccc(CCNC(=O)CSc2ncc3c(n2)-c2cc(Cl)ccc2N(Cc2ccccc2)S3(=O)=O)cc1OC | ? | -10% | 1.1% | -1%[10.9 µM]
O=C(CCc1ccccc1)N1CCN(CCO)CC1 | 6% | -1% | -0.2% | -8%
C=CCN1C(=O)/C(=C2\SC(N3CCOCC3)=NC2=O)c2cc(Br)ccc21 | -5% | -6% | -0.3% | 4%
Cc1cc(=O)oc2cc(Oc3ncccn3)ccc12 | -11% | 2% | -2.7% | -7%
Cc1cccc(CN2CCN(C(c3ccccc3)c3ccc(Cl)cc3)CC2)c1 (stereo unspecified) | -6% | 5% | nt | -33%[inhibitor]
O=c1n(CC2CO2)c(=O)n(CC2CO2)c(=O)n1CC1CO1 (stereo unspecified) | 16µM* | -6%[1.84 µM] | ? | -23%
COc1ccc(CCNC(=O)c2c(C)nn(-c3ccc(F)cc3)c2-n2cccc2)c(OC)c1OC | -7% | 21% | ? | -8%[10.9 µM]
Cn1nc(-c2ccc(C(=O)NCC3CCCO3)cc2)c2ccccc2c1=O (stereo unspecified) | -3% | 2% | 4.0% | -21%
CC(C)(C)Cc1nnc(NS(=O)(=O)c2ccc(F)cc2)s1 | 4% | -3% | 7.4% | nt
CC(=O)NCCNc1ncnc2ccc(-c3ccc4c(c3)OCO4)cc12 | -8% | -9% | -0.9%[11.4 µM] | ?
Cc1cc(C)n2nc(-c3cccnc3)nc2n1 | -19% | -8% | 0.4% | -33%[inhibitor]
COc1ccc(-n2c(=O)cc(N3CCN(c4ccccc4OC)CC3)[nH]c2=O)cc1 | 0% | 1% | -0.9% | -1%
CCOC(=O)N/N=C1/C[C@@H](O)[C@@H](O)[C@@H]2[C@H]3C(=O)N(c4ccc(F)cc4F)C(=O)[C@@H]3CC[C@H]12 | 3%[9.22 µM] | 1%[9.22 µM] | nt | nt
Cc1ccc(CNC(=O)CSc2nc(N3CCCCC3)nc(N3CCCCC3)n2)cc1 | -8% | -20% | -1.8% | 26%
COc1ccc(Nc2nc(CC(C)=O)ns2)cc1 | 16% | 0% | nt | nt
O=C(CCCn1c(=O)[nH]c2ccsc2c1=O)N1CCCCC1 | -13% | -3% | -1.5% | -5%
COc1ccc(OC)c(NC(=O)CCNS(=O)(=O)c2ccc3c(c2)oc(=O)n3C)c1 | 8% | -1% | 1.2% | -9%[10.9 µM]
COc1cc(-c2nnc(SCCOc3ccccc3)o2)cc(OC)c1OC | 3% | 1% | -1.1% | -5%[10.9 µM]
Cc1cc(C)n2c(SCCC(C)C)nnc2n1 | 4% | -6% | 0.2% | -17%
CSc1nc2ccc(S(=O)(=O)Nc3c(C)n(C)n(-c4ccccc4)c3=O)cc2s1 | 7% | 5% | -1.3% | -5%
COc1ccc(-n2c(=O)c3ccc(C(=O)NCc4ccc(C)cc4)cc3n(Cc3cccc(Cl)c3)c2=O)cc1 | -6% | -5% | 0.9% | -3%[10.9 µM]
O=S1(=O)CCN2C(=N1)Sc1c2ccc2c1CCCC2 | -28% | -20% | -5.4% | -11%
CC(Sc1nc2c([nH]c3ccccc32)c(=O)n1-c1ccccc1)c1ccccc1 (stereo unspecified) | ? | 5% | ? | 15%[10.9 µM]
CCCCC(CC)CNC(=O)c1[nH]c(C)c(C(C)=O)c1C (stereo unspecified) | 8% | 6% | 4.6% | -16%
CCCCS(=O)(=O)NC1=NCN(CC)CN1 | 0% | -4% | 2.0% | -3%
COC(=O)c1cc(S(=O)(=O)NCC2CCN(Cc3cccc(F)c3)CC2)cn1C | -9% | -3% | -1.8% | -8%[10.9 µM]
CCOc1ccc(NC(=S)Nc2ccc(OC(F)(F)F)cc2)cc1 | -8% | 5% | nt | nt
CC1(C)OC(=O)C(=CNCC(O)c2ccccc2)C(=O)O1 (stereo unspecified) | 4% | 4% | -0.3% | 29%
O=C(Nc1c(C(=O)Nc2cccc(F)c2)oc2ccccc12)c1ccc2c(c1)OCO2 | -14% | -19% | -0.7% | -3%
CCC1CCCCN1CCNS(=O)(=O)c1ccc2c(c1)oc(=O)n2C (stereo unspecified) | 9% | -7% | 1.0% | -14%
CCOC(=O)C(C)Sc1ccc2nnc(-c3ccc(F)cc3)n2n1 (stereo unspecified) | -1% | 0% | 0.8% | -11%
CCc1nnc(NC(=O)c2ccc(NS(=O)(=O)c3ccccc3)cc2)s1 | 7% | 0% | -5.1% | -21%
COc1ccc(S(=O)(=O)Cc2ccc(C(=O)N3CCN(c4cc(C)ccc4C)CC3)o2)cc1 | -23% | 6% | ? | -13%[10.9 µM]
NS(=O)(=O)c1ccc(CCNC2CC(=O)N(CCc3ccccc3)C2=O)cc1 (stereo unspecified) | 4% | -24% | -0.9% | -3%
COc1cc(-c2cc3n(C)c(C)c(CCC(=O)NCc4ccccc4)c(=O)n3n2)cc(OC)c1OC | -9% | -6% | ? | -7%[10.9 µM]
COc1cc(C(=O)N2CCN(C(=O)Cc3ccccc3)CC2)cc(OC)c1OC | -3% | 0% | 1.4% | -7%
CCCCCCCCCCCCCCC(C(=O)OC)C(O)(CC(=O)OC)C(=O)OC (stereo unspecified) | -28% | 2% | nt | -13%
CCc1ccccc1NC(=O)Cn1c(=O)n(CCc2ccccc2)c(=O)c2ccccc21 | -1% | 6% | ? | 22%[10.9 µM]
Fc1ccc2[nH]c(-c3cccs3)cc2c1 | -25% | -8% | 0.4% | -8%[10.9 µM]
COc1cccc(N2CCN(c3c4c(nc5ncnn35)CCC4)CC2)c1 | -6% | -12% | 3.0% | -17%
c1csc(CNc2ccnc(-c3ccc4c(c3)OCO4)n2)c1 | 10µM* | 13µM* | 2.3%[11.4 µM] | -14%
Cc1ccc(NC(=O)CSc2nnc(C)s2)c(C)c1 | 18% | -6% | 0.1% | -5%[10.9 µM]
COC(=O)C(C(=O)OC)N1C(=O)CCC1=O | 6% | -1% | -1.9% | 5%
O=C(Cc1ccc(F)cc1)NCc1nc2cccnc2n1Cc1ccc(F)cc1 | -22% | 7% | 0.3% | 13%[10.9 µM]

Rows were taken by chance (roughly 1.7% active in at least one column).
